mcGAS RapidFire: mouse cGAS inhibition by mass spec; inhibition, % at 12.5 µM; AID 1259397; Q8C6L5; recombinant mouse cGAS, cGAMP by RapidFire MS; 0.18% of 130,000 active;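 active = inhibition of cGAS enzyme activity at or above 60%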;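 note: enzyme stimulated by 45 bp dsDNA with ATP and GTP substrates; cGAMP share of summed cGAMP plus half ATP and half GTP signals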
Target sequence (Q8C6L5 whole entry, looked up): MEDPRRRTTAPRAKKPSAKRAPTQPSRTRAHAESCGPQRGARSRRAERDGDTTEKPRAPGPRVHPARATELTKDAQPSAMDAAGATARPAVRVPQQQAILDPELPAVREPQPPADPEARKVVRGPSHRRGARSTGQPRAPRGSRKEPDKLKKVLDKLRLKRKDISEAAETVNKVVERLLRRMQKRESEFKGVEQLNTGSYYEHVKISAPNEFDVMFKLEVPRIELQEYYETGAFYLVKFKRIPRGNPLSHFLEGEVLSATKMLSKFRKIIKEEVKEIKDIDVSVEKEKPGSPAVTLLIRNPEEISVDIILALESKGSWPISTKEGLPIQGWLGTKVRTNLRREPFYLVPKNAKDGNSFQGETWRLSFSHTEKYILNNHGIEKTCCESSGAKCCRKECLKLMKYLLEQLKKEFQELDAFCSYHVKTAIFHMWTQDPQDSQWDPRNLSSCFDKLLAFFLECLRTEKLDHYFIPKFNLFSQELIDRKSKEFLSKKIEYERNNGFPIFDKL
Numbers without * were called inactive; & = joins results of further samples. A portion of the library; rates above refer to the full screens.

A first look, 3 compounds:
SMILES	mcGAS RapidFire
Cc1ccccc1Cn1c(=O)c2c(nc3n(CC4CCCO4)c(C)c(C)n23)n(C)c1=O (stereo unspecified)	-2.6
O=C(Nc1ccc(Cl)cc1)c1c(Cl)nsc1Cl	-5.8
O=S(=O)(NCc1ccccc1)N1CCN(C2CCSCC2)CC1	-17.7

All compounds of this part (from the top)
SMILES	mcGAS RapidFire
Cc1ccccc1Cn1c(=O)c2c(nc3n(CC4CCCO4)c(C)c(C)n23)n(C)c1=O (stereo unspecified)	-2.6
O=C(Nc1ccc(Cl)cc1)c1c(Cl)nsc1Cl	-5.8
O=S(=O)(NCc1ccccc1)N1CCN(C2CCSCC2)CC1	-17.7
CCc1csc(CCNc2ccc(-c3nc(C4CC4)no3)cn2)n1	-10.8
CC(C)(C(=O)O)c1ccc(C(O)CCCN2CCC(C(O)(c3ccccc3)c3ccccc3)CC2)cc1 (stereo unspecified)	-8.7&-5.0&-0.9
O=c1cc(Cn2cnc3ccccc32)c2c(ccc3ccccc32)o1	3.0
CCn1cc(Cn2ccnc2-c2ccc3cccc(OC)c3n2)cn1	-11.5
Cc1cccn2c(=O)nc(SCC(=O)Nc3ccccc3)nc12	-3.9
COC(=O)C1=C(C)N(Cc2ccco2)C(=O)/C1=C\c1cc(C)n(-c2cc(C)ccc2OC)c1C	-13.7
O=C(c1cccc2c1OCC2)N1CCc2onc(-c3ccccc3F)c2C1	-11.4
CCS(=O)(=O)c1ncc(CN(C)Cc2nccs2)n1CCOC	-10.1
c1ccc(-c2cnc(CSc3nnc(C4CC4)n3C3CC3)o2)cc1	-15.9

3 entries already listed, ordered by the value under mcGAS RapidFire, highest first.
compound	mcGAS RapidFire
O=C(Nc1ccc(Cl)cc1)c1c(Cl)nsc1Cl	-5.8
CCc1csc(CCNc2ccc(-c3nc(C4CC4)no3)cn2)n1	-10.8
CCn1cc(Cn2ccnc2-c2ccc3cccc(OC)c3n2)cn1	-11.5

Additional results.
SMILES	mcGAS RapidFire
CNC(=O)CNC(=O)C(=O)Nc1ccc(N2CCc3ccccc32)cc1	-2.2
CCCCCCn1c(N2CCN(c3ccccc3)CC2)nc2c1c(=O)n(C)c(=O)n2C	-0.7
Cc1nn(-c2ccc(F)cc2)c(C)c1C(=O)N1CCOC2(CNCCOC2)C1 (stereo unspecified)	-15.8
O=S(=O)(NCc1ccccc1)N1CCCN(c2ccncc2)CC1	-8.0
Cc1cccnc1NC(=O)c1csc(-c2cc3ccccc3[nH]2)n1	-3.2
CN1CCC(CN(C)C(=O)C2(C#N)CCCCC2)C1 (stereo unspecified)	-11.5
O=C(CO)NCC1CCN(Cc2ccccc2F)C1 (stereo unspecified)	-20.6
Cc1ccc(C(O)=C2C(=O)C(=O)N(CCCN3CCOCC3)C2c2ccco2)cc1 (stereo unspecified)	7.6
O=C1CCCN1CC(=O)N1CCOC(Cc2cccc3ccccc23)C1 (stereo unspecified)	-4.6
Oc1cc2c(cc1CN1CCc3sccc3C1c1cccs1)OCO2 (stereo unspecified)	-3.5
Cc1c(C(=O)N2CCCC2C(=O)OCc2ccccc2)cnn1C (stereo unspecified)	-13.3
N#Cc1cc(O)ccc1[N+](=O)[O-]	-7.7
S=c1[nH]c2ccccc2n1-c1cc(-c2ccccc2)nn1-c1ccccc1	12.7
CC(Cn1cncn1)NCc1noc(C2CCCC2)n1 (stereo unspecified)	-39.6
c1ccc2c(c1)SCCC2NC1CC2CC1C1CCCC21 (stereo unspecified)	-4.8
COc1cccc(C(=O)Nc2cc(-n3cnnn3)ccc2F)c1OC(F)F	-0.4
O=C(NC(C1CC1)C1CC1)N1CCCC1c1ccccc1 (stereo unspecified)	-22.7
CC(C(=O)N(C)Cc1cc(C2CC2)n[nH]1)N1C(=O)c2cccc3cccc1c23 (stereo unspecified)	-13.3
COc1ccc(N2C(=S)SC3CS(=O)(=O)CC32C)cc1 (stereo unspecified)	2.5
COc1ccc(Cc2nc(-c3ccc(NC(C)=O)cc3F)cs2)cc1OC	-1.2
O=c1oc2ccc3ccccc3c2cc1-c1nnc(Nc2ccc(Oc3ccc4ccccc4c3Cl)c(Cl)c2)s1	-9.2
O=C(c1ccc(S(=O)(=O)NC2CC2)o1)N1CCc2ccccc2C1	-19.4
CCN(CC)c1nc(N2CCOCC2)nc(C)c1[N+](=O)[O-]	-9.7
C=CCN(Cc1ccccc1Cl)C(=O)CN1CCCCCC1=O	-6.9
CCOC(=O)c1c(C)oc2c(F)c(F)c(F)c(F)c12	-1.3
CCOc1cc2c(cc1CNC(=O)c1cc(OC)cc(OC)c1)OC(C)C2 (stereo unspecified)	-13.1
CC(=O)N1CCN(c2ncccc2CNS(=O)(=O)N2CCCC2)CC1	-2.7
O=c1cccnn1CCNS(=O)(=O)Cc1ccccc1	-7.3
Cc1ccc2c(c1)c(C(=O)N1CCC3(CCNCC3)CC1)nn2C	-10.6
O=c1[nH]c(CSCCO)nc2c1C1(CCCCC1)Cc1ccccc1-2	-5.9
CCOC(=O)c1nn(-c2ccc(C)cc2)c(=O)c2c(N)scc12	-3.7
CCOCCn1c(=O)c2c(nc3n2CC(C)CN3c2cc(C)ccc2OC)n(C)c1=O (stereo unspecified)	-5.1
O=C(CCn1c(=O)oc2cc(Cl)ccc21)Nc1cccc(C2SCCCS2)c1	-5.7
O=S(=O)(NCc1ccccc1)Nc1cccc(-c2ccccn2)c1	7.2
COc1cc(C(=O)NC(C)C(C)C)cc(OC)c1Br (stereo unspecified)	3.3
CN1CCC2(CC1)CC(O)c1cc(-c3ccc(C(=O)N4CCCC5CCCCC54)cc3)ccc1O2 (stereo unspecified)	-10.4
CC(=O)N1CCc2ccccc2C1CC(=O)N(C)Cc1n[nH]c(C)n1 (stereo unspecified)	-1.7
COC(=O)c1c(S(=O)(=O)NCc2ccccc2)sc(C(=O)O)c1C	5.9
CCC(NC(=O)N1CC2C3CCC(O3)C2C1)c1ccc(C)cc1 (stereo unspecified)	-8.0
CCc1csc(CNC(=O)C2=C(C)NC(=O)NC2C)n1 (stereo unspecified)	-13.7
Cc1cc(C(=O)O)c(O)c(S(=O)(=O)N(C)c2ccc(F)cc2)c1	-1.2
NC(=Nc1nc(CSc2ccc(Cl)cc2)cc(=O)[nH]1)Nc1ccccc1	-5.3
CCOC(=O)c1cc(S(=O)(=O)NC(C)(C)C)cn1C	-7.6
CNCc1cc(C(C)(C)C)n[nH]1	-12.4
CN(C)c1ccc(NC(=O)c2cc(F)ccc2Br)cn1	-10.0
O=C(Nc1cc(F)c(N2CCCC2)c(F)c1)C1CC1c1cccnc1 (stereo unspecified)	-8.1
CCN(CC)S(=O)(=O)c1ccc(OC)c(C(=O)NC(C)c2cc(C)sc2C)c1 (stereo unspecified)	-26.7
CSc1ncnc2c1nnn2C	-2.0
Cc1ccc(C(=O)N2CCN(C(=O)NC(CN3CCCCCC3=O)c3ccccc3)CC2)cc1F (stereo unspecified)	4.4
O=C1OCCC1Sc1nc2sc3c(c2c(=O)[nH]1)CCCC3 (stereo unspecified)	-7.1
CSC1CCCC1N(C)Cc1nnc(C(C)C)o1 (stereo unspecified)	-8.9
O=C(c1cccs1)N1CCN(S(=O)(=O)c2ccc3ccccc3c2)CC1	-2.2
COc1ccc(Cl)cc1CN(C)C(=O)c1ccccc1C1CCNC1 (stereo unspecified)	-32.5
NS(=O)(=O)c1ccc(NN=Cc2ccc[nH]2)c([N+](=O)[O-])c1	-4.9
CC(c1ccon1)N(C)C(=O)c1scc2c1CCCC2 (stereo unspecified)	-6.8
CCn1c(SCC(N)=O)nnc1-c1ccc(C(C)(C)C)cc1	-2.4
Cn1c(-c2nc(C(=O)N3CCCC(O)C3)cs2)cc2ccccc21 (stereo unspecified)	-10.2
CN1CC(=O)N2CCN(C(=O)c3ccc(C#CC(C)(C)O)cc3)CC2C1=O (stereo unspecified)	-34.5
CCNC(=O)CN1CCN(c2cccc(Cl)c2C#N)CC1	-3.5
CC1CCC(NC(=O)Nc2cc(N(C)C)ccc2C#N)CC1 (stereo unspecified)	-17.8&-4.7

Random excerpt: three records from the list
SMILES	mcGAS RapidFire
Cc1ccc(C(=O)N2CCN(C(=O)NC(CN3CCCCCC3=O)c3ccccc3)CC2)cc1F (stereo unspecified)	4.4
CCn1cc(Cn2ccnc2-c2ccc3cccc(OC)c3n2)cn1	-11.5
O=C(c1cccc2c1OCC2)N1CCc2onc(-c3ccccc3F)c2C1	-11.4

Further results follow.
SMILES	mcGAS RapidFire
Cc1c(C(=O)N(C)Cc2ccc(F)cc2)sc(=O)n1Cc1ccccc1C#N	-4.3
Ic1ccccc1C=NNc1nncc2ccccc12	-7.3
CC(C)Oc1ccccc1NC(=O)NC(CCO)C(C)C (stereo unspecified)	-9.0
O=C(NC(NC(=S)Nc1cccc(O)c1)C(Cl)(Cl)Cl)c1ccccc1[N+](=O)[O-] (stereo unspecified)	-2.7
O=[N+]([O-])C(Br)([N+](=O)[O-])C12CC3CC(CC(C3)C1)C2	-17.0
Cc1ccccc1Cn1cc(C(=O)NCc2cccc(C(F)(F)F)c2)sc1=O	-11.7
Cn1c(SCC(=O)C2CCCCC2)nnc1-c1ccc(Cl)cc1	-2.1
CCc1ccc(CN2CCC(CNS(=O)(=O)C3CC3)C2)nc1 (stereo unspecified)	-14.8
CN(CCC(=O)Nc1ccc(S(N)(=O)=O)cc1)Cc1cccs1	1.1
COc1ccc(C(C)N(C)NC(=O)C(O)(c2ccc(OC)cc2)c2ccc(OC)cc2)cc1 (stereo unspecified)	-4.7
CC(=O)Nc1ccc(/C=C/c2ccccc2)cn1	-24.8
O=C(NCc1ccc(Oc2ccc(F)cc2)cc1)C1CC=CCC1 (stereo unspecified)	-4.2
CCNC(=S)N1CCN(S(=O)(=O)c2ccc(Cl)s2)CC1	-2.6
O=C(OCc1cccc([N+](=O)[O-])c1)c1cnccn1	0.6
CCNC(=O)C1(C)CCCN(Cc2cc(C)ccc2C)C1 (stereo unspecified)	-10.1
COc1cc(C2SC(C)=Nc3c2c(=O)[nH]n3C2CCCCCC2)cc(OC)c1O (stereo unspecified)	0.2
C=CCC(O)(CC=C)c1ccc(CN(CCC)Cc2ccccc2OC)o1	-1.8
COc1ccc(-c2nn(-c3ccccc3C)cc2CN(Cc2nccn2C)C(C)C)cc1F	-2.1
CCOCCCN1CC2=C(C1=O)C(c1ccc(OCC)cc1)NC(=O)N2 (stereo unspecified)	-7.0
CC1CCC(C(C)C)C(OC(=O)Cn2c(-c3ccccc3)[n+](C)c3ccccc32)C1 (stereo unspecified)	-39.9
Cc1c(C)n2c3c(=O)n(CC(N)=O)c(=O)n(C)c3nc2n1C(C)C	-12.8
CCCn1nc(C(=O)Oc2ccc(C(=O)CC)cc2)c2ccccc2c1=O	0.7
CCc1cnc(C)nc1-c1cc(NCc2ccncc2)nc2[nH]ccc12	-7.7
Cc1cc2c(cc1F)C(=O)NC1(CCN(C(=O)C3CC3)CC1)N2	1.2

Structural class, the compounds so far containing a COOH group.
SMILES	mcGAS RapidFire
CC(C)(C(=O)O)c1ccc(C(O)CCCN2CCC(C(O)(c3ccccc3)c3ccccc3)CC2)cc1 (stereo unspecified)	-8.7&-5.0&-0.9
COC(=O)c1c(S(=O)(=O)NCc2ccccc2)sc(C(=O)O)c1C	5.9
Cc1cc(C(=O)O)c(O)c(S(=O)(=O)N(C)c2ccc(F)cc2)c1	-1.2

More records:
SMILES	mcGAS RapidFire
Cn1ccnc1C(=O)C1CCCN(Cc2nc(-c3ccc4c(c3)OCO4)no2)C1 (stereo unspecified)	-3.2
C=CCc1cc(CN2C[C@H](N)C[C@H]2C(=O)NC)ccc1OC	-18.4
OCC1(O)CCN(c2cccc(C(F)(F)F)n2)CC1	-11.6
CCOC(=O)c1sc(C(=O)O)c2c1OCCO2	-4.0
COc1ccc(OC)c2c1CC(CCl)CC2=O (stereo unspecified)	-3.3
Cc1cccc(COC(=O)c2c(C)nsc2N)c1	4.9
CC1(C)[C@@]2(C(=O)NCCc3nc4ccccc4[nH]3)CC[C@]1(C)[C@@H](O)C2	-17.5
Cc1ccc(-c2nn(CCC(=O)O)cc2CCC(=O)O)cc1	-5.2
OC(c1cn2cc(-c3ccccc3)nc2s1)(C(F)(F)F)C(F)(F)F	-5.6
COc1cc(S(=O)(=O)N2CCN(c3ccc(C)c(Cl)c3)CC2)ccc1Cl	8.5
Cc1nc(C(C)N(C)C(=O)c2cn(C3CCCCCC3)nn2)c(C)s1 (stereo unspecified)	7.6
COc1cccc(CN2CCCC3(CCN(C(=O)c4cccc(N(C)C)c4)C3)C2)c1OC (stereo unspecified)	-7.3
NCCCn1nnc2ccccc21	-7.6
CSC1(c2ccc(C)cc2)CC(C)=C(C)CS1=O (stereo unspecified)	-8.6
COc1ccc(OC)c(C(C)n2ccnc2C(C)C)c1 (stereo unspecified)	3.5
C=CCn1c(=O)n(CC=C)c2cc3n[nH]nc3cc21	-12.0
O=C1N(Cc2ccc(F)c(F)c2)CCCC1(O)CNC1Cc2ccccc2C1 (stereo unspecified)	-6.9
O=C(CCN1CCCCCC1=O)NC1CCCN(CC2CCCCC2)C1 (stereo unspecified)	-4.4
CC(C)Nc1ncc(C(=O)N(Cc2ccco2)C(C)C(C)C)cn1 (stereo unspecified)	-1.0
CC(C)(O)C#Cc1cccc(C(=O)N2CC(c3ccncc3)C2)c1	4.6
CCc1nc(C)c(C(=O)Nc2cccc(C(F)(F)F)n2)s1	-3.9
Cn1c(N2CCC(C)(CCc3ccccc3)C2)nc2c1c(=O)[nH]c(=O)n2C (stereo unspecified)	-30.6
Cc1cccc(CN2CCN(Cc3cnc(-c4cccs4)nc3)CC2)c1	-10.1
O=C1C2=C(CCCC2)C(O)N1Cc1cccs1 (stereo unspecified)	-5.5
CC1(C(=O)NS(=O)(=O)c2ccccc2)CCN1C(=O)C1(c2ccc(Cl)cc2)CC1 (stereo unspecified)	-4.8
N#CCNC(=O)C1(c2ccccc2)CCN(C(=O)CCN2C(=O)CCNC2=S)CC1	-14.8
COc1cccnc1C(=O)NCCNc1ncccc1C	-3.4
CN1CC2(CCN(C(=O)c3csc(-c4cccs4)n3)C2)OC1=O (stereo unspecified)	-12.8
COc1cccc(OCCSc2nnc3sc4ccccc4n23)c1	-5.6
COc1ccc(Cl)c(S(=O)(=O)Nc2ccnn2C(C)C)c1	-18.4
COCCn1c(C)cc(C(=O)CN2C(=O)NC3(CCCCCCC3)C2=O)c1C	-13.3
CC(=O)N1CCc2c(sc(NC(=O)c3cc([N+](=O)[O-])ccc3Cl)c2C#N)C1	-7.1
CC(C)Oc1cccnc1C(=O)N1CCN(C(C#N)C(C)C)CC1 (stereo unspecified)	-9.4
